HP1b binding inh: inhibitors of HP1-beta chromodomain binding to methylated histone tails; P83916; 390,000 tested, 0.56% active; Potency, µM (doses to about 114 µM), without a hit: at the highest dose activity change, negative = inhibition, most hits filed as inhibitors; AlphaScreen HP1-beta / biotin-H3K9me3 peptide binding; AID 540317; also: potency is read from the fitted curve at half-maximal effect; nearly all actives have a fitted effect of over 70% in size; inactives centre near 23
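Compound inhibition of the preformed complex between 50 nM HP1-beta and 50 nM biotinylated H3K9me3 peptide was read by AlphaScreen. Buffer was PBS pH 7.4 with 0.01% Tween-20. Incubations ran 30 min at room temperature, with 10 ug/mL donor/acceptor beads.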
Pin1 inhibitor: blocks the human prolyl isomerase Pin1. Q13526. Pin1 FP peptide displacement, HiFluor488, 10 min. Potency, µM (doses to about 115 µM), for inactives: at the top dose activity, negative = inhibition, most hits filed as inhibitors. AID 504891. 390,000 tested, 0.009% active; active = well fitted inhibition curve with a large enough effect in the polarisation, with a control signal flat, not every such curve was filed as active; inconclusive = small, poorly fitted or top-dose-only effect, or effect the other way, or a change in a side signal; inactive = no such curve, though single readings can be large or run the other way; the % refers to the polarisation; also: potency is read from the fitted curve at half-maximal effect; % is scaled to controls: 0 for no effect and ±100 for the full control effect
Target sequence (Q13526 whole entry, looked up): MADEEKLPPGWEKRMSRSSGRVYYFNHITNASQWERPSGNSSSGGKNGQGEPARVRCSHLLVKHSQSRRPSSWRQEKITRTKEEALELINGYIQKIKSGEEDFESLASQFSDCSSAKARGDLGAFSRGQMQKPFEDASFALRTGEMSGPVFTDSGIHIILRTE
GLS inh: blocks human kidney-isoform glutaminase activity. AID 624170. 410,000 tested, 0.21% active. GLS enzymatic activity, qHTS titration. O94925. Potency, µM (titrated, usually from 45.5 µM), for the others: at the highest dose activity change, negative = inhibition, hits mostly inhibitors; also: potency is read from the fitted curve at half-maximal effect; % is scaled to controls: 0 for no effect and ±100 for the full control effect
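Two-point fluorescence kinetic (t0, 30 min RT) for hKGA; glutamate detected via glutamate oxidase–HRP–Amplex Red. Substrate: 1 mM L-glutamine solution; buffer 45 mM KH2PO4, pH 8.2.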
PI4K2A block: PI4K2A (human) kinase inhibition; AID 1346378; activity change, negative = inhibition, % at 76.9 µM; purified PI4K2A, ADP-Glo luminescence, 1 h; hits give low values; 420,000 tested, 0.13% active; Q9BTU6; in the data active = activity change below about -50%; inconclusive = mostly about -30% to -49%;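 also: -100% = wells without enzyme as full effect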
Target sequence (Q9BTU6 whole entry, looked up): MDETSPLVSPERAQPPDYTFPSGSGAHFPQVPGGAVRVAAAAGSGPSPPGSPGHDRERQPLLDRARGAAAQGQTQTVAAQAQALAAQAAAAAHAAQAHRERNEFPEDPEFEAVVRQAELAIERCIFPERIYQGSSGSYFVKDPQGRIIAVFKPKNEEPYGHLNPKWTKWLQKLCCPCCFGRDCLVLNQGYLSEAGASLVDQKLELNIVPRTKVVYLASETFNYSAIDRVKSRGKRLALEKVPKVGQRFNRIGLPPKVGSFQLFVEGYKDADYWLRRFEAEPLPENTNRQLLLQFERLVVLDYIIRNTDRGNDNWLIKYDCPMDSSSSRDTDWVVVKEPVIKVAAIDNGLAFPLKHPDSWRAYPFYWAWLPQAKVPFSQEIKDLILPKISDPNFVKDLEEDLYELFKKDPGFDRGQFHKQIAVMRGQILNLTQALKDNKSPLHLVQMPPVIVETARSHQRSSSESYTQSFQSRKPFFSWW
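PI4K2A activity was measured by ADP-Glo luminescence: enzyme (4 ug/mL stock) and phosphatidylinositol (1.2 mM stock) in Tris pH 7.5/MgCl2/EGTA/Triton X-100 buffer were reacted with ATP (300 microM stock) for one hour at ambient temperature.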
USP1 inh: USP1/UAF1 (human) deubiquitinase inhibition; O94782; recombinant USP1/UAF1, Ub-Rhodamine cleavage fluorescence; Potency, µM (top dose mostly 57.1 µM), for inactives: at the top dose activity change, negative = inhibition, most hits filed as inhibitors; 390,000 tested, 0.23% active; AID 743255; also: potency is read from the fitted curve at half-maximal effect; % is scaled to controls: 0 for no effect and ±100 for the full control effect; nearly all actives have a fitted effect of over 60% in size; inactives centre near -12
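High-throughput fluorogenic screen: 1nM USP1/UAF1 complex, Ub-Rho substrate 150nM final, 50mM HEPES pH 7.8 with 0.5mM EDTA, 0.1 mg/ml BSA, 1mM TCEP and 0.01% Tween-20.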
PGK inhibitor: blocks T. brucei phosphoglycerate kinase. Potency, µM (titrated, usually from 57.5 µM), for the others: at the top dose activity change, negative = inhibition, actives largely listed as inhibitors. 380,000 tested, 0.043% active. P07378. PGK/GAPDH coupled, Kinase-Glo luminescence, 60 min; also: potency is read from the fitted curve at half-maximal effect; % is scaled to controls: 0 for no effect and ±100 for the full control effect; nearly all actives have a fitted effect of over 60% in size
Target sequence (P07378 whole entry, looked up): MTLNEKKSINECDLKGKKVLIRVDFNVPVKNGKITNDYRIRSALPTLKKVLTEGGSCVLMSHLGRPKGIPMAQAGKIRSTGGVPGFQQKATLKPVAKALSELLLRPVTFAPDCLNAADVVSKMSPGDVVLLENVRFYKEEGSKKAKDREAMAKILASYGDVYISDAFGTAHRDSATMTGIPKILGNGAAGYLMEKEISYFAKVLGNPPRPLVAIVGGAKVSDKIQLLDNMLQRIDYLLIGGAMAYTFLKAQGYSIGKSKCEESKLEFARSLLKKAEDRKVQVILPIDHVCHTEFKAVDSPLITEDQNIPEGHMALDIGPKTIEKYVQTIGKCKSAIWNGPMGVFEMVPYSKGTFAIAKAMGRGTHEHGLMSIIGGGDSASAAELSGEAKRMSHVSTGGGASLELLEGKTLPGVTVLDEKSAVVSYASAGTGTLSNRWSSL
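Luminescent ATP detection (Kinase-Glo Plus) follows a 60-minute room-temperature incubation, with wells lacking PGK as controls. Buffer: 100 mM TEA (pH 7.6), 5 mM MgCl2, 0.01% Tween-20. Coupling enzyme GAPDH (100 nM final) supplies unstable 1,3-BPG in-well.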
rTrxR1 inhibitor: inhibitors of rat thioredoxin reductase 1. 390,000 tested, 1% active. Potency, µM (doses to about 114 µM), for inactives: at the highest dose activity change, negative = inhibition, hits mostly inhibitors. O89049. recombinant rTrxR1, NADPH fluorescence consumption, selenite substrate. AID 588453; also: potency is read from the fitted curve at half-maximal effect; % is scaled to controls: 0 for no effect and ±100 for the full control effect; nearly all actives have a fitted effect of over 65% in size
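Rat TrxR1 (90 nM in the dispensed reagent) was pre-reduced with 400 uM NADPH for 5 min at room temperature, then incubated with compound for 15 min. After 400 uM selenite was added, NADPH fluorescence (Ex 340/Em 450 nm) was followed for 8 min.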
IDH1 R132H inh: human IDH1 R132H inhibition. O75874. IDH1-R132H enzyme, NADPH consumption, diaphorase/resazurin fluorescence. Potency, µM (highest dose often 76.6 µM), for inactives: at the top dose activity change, negative = inhibition, actives largely listed as inhibitors. 390,000 tested, 0.093% active. AID 602179; also: potency is read from the fitted curve at half-maximal effect; % is scaled to controls: 0 for no effect and ±100 for the full control effect; nearly all actives have a fitted effect of over 65% in size
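IDH1-R132H (0.5 ug/mL) preincubated 30 min with compound, then NADPH (0.016 mM) and alpha-KG (2 mM) added; 80 min at RT, pH 7.5. Remaining NADPH coupled via diaphorase/resazurin to fluorescence (540/590 nm); concentration-response curves normalized to no-enzyme control.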
TrxR1 substrate: rat thioredoxin reductase 1 substrate activity; O89049; purified TrxR1 substrate turnover, NADPH consumption readout; Potency, µM (series often up to 114 µM), inactives show at the top dose activity change, negative = substrate turnover; 390,000 tested, 0.01% active; also: potency is read from the fitted curve at half-maximal effect; % is scaled to controls: 0 for no effect and ±100 for the full control effect; nearly all actives have a fitted effect of over 50% in size
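Rat TrxR1, dispensed at 90 nM, was prereduced with 400 uM NADPH (final) for 5 min at ~22 deg C, then incubated with compound 15 min before 400 uM selenite. A first-read NADPH fluorescence drop versus no-compound background flagged substrates.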
Active calls of the source: *; i = inactive; u = inconclusive; x = not tested or not shown; [ ] = another dose, or the depositor's remark. Unless noted, calls follow the shape of the dose curve; as a rule, active = well fitted curve in the direction sought with a large enough effect; inconclusive = small, poorly fitted or top-dose-only effect, or another doubt; inactive = no such curve, though single readings can be large; an effect the other way counts as inactive or inconclusive. A portion of the library; count on the stated rates, not on these rows.

SMILES	HP1b binding inh	Pin1 inhibitor	GLS inh	PI4K2A block	USP1 inh	PGK inhibitor	rTrxR1 inhibitor	IDH1 R132H inh	TrxR1 substrate
O=C(c1ccc2c(c1)N(Cc1ccc(Cl)cc1)C(=O)c1ccccc1S2(=O)=O)N1CCc2ccccc21	27.3%	16.5%	7.8%	2.1	-24.3%	-8.9%	16.4%	13.5%	0.9%
COc1ccc(NC(=S)NC23CC4CC(CC(C4)C2)C3)cc1OC	38.2%[activator]	-0.7%	-0.6%	5.0	-16.6%	-2.0%	8.6%	2.3%	1.3%
CCCn1nc(C(=O)Nc2cc(C(=O)OC)ccc2C)c2ccccc2c1=O	15.0%	1.1%	-3.1%	2.3	-18.6%	1.3%	14.5%	-1.5%	-2.1%
Clc1ccc(-c2nnsc2SCc2ccccc2)cc1	371.6%[activator]	13.6%	2.4%	0.1	-13.9%	-1.1%	10.8%	3.5%	2.6%
CCOC(=O)c1ccc(N2CN(CCc3ccccc3)CNC2=S)cc1	10.8%	-3.3%	24.3%	-0.1	-16.2%	7.0%	-31.2%	7.7%	-5.4%
Cc1ccc(C(=O)NCCSc2c[nH]c3ccccc23)cc1C	6.4%	0.9%	-10.9%	5.1	-8.6%	i	17.6%	-4.9%	-1.0%
CCc1sc(C(=O)NCc2cc(C)n(C)n2)cc1Br	22.5%	11.2%	5.1%	-4.5	3.5%	-16.1%	0.9%	-4.2%	1.6%
Cc1ccc(-n2nc3c(=O)n(CCCC(=O)NCCN4CCN(C)CC4)nc(C)c3c2C)cc1	19.4%	-1.0%	0.2%	1.8	-5.7%	11.0%	9.0%	3.5%	5.9%
O=C(COC(=O)c1cc(-c2ccco2)nc2ccccc12)NCc1ccc2c(c1)OCO2	22.8%	u	-5.3%	-16.4	-6.2%	-0.6%	-11.1%	8.1%	57.2%[activator]
O=C(CN(C1CC1)S(=O)(=O)c1ccc(S(=O)(=O)N2CCCCCC2)cc1)Nc1ccccc1	9.0%	-5.7%	0.3%	13.1	5.1%	-1.8%	11.8%	-1.5%	4.2%[57.1 µM]
COc1ccc(N(CC(=O)Nc2ccc(S(=O)(=O)N3CCOCC3)cc2)S(=O)(=O)c2ccc(F)cc2)cc1	27.4%	25.2%	-11.7%	-4.1	-19.8%	-10.5%	24.6%[57.1 µM]	3.2%	-17.1%[57.1 µM]
O=C(NN=C1CCCC1)c1cc(Cl)cc(Cl)c1O	36.8%	0.7%	19.0%	-4.3	-22.1%	-0.4%	-25.4%	7.3%	61.7%[activator]
O=c1c2nnn(-c3ccccc3)c2ncn1C/C=C/c1ccccc1	29.0%	17.2%	12.3%	-5.0	-4.8%	-4.6%	7.4%[57.1 µM]	4.4%	3.8%[57.1 µM]
CCN(c1ccccc1)S(=O)(=O)c1ccc(C(=O)Nc2cc(C)ccn2)cc1	38.7%	0.5%	0.3%	1.1	-13.8%	-5.5%	-18.5%	3.5%	-10.4%
Cc1noc(C)c1NC(=O)Nc1ccc2c(c1)C(=O)N([C@@H](C)CO)C[C@@H](C)[C@H](CN(C)C(=O)Nc1cccc3ccccc13)OCCCC[C@H](C)O2	x	x	-13.8%	12.2	-18.7%	i	x	14.5%	x
Cc1sc2nc(C3CC3)nc(NCCNS(C)(=O)=O)c2c1C	50.8%[activator]	4.8%	7.2%	5.6	-14.2%	-4.3%	7.4%	3.6%	3.3%
COc1cccc(N2CC(O)Cn3c2nc2c3c(=O)[nH]c(=O)n2C)c1 (centres undefined)	16.8%	-2.3%	1.5%	0.8	5.3%	-1.8%	22.5%	-0.5%	6.5%
CSCCC(NC(=O)c1ccccc1Cl)C(=O)NCC(c1cccs1)N(C)C (centres undefined)	5.8%	-1.2%	4.6%	0.2	-22.9%	-9.1%	-3.1%	5.2%	-4.8%
CCCCOc1ccc(NC(=O)C(=O)NCCCn2ccnc2)cc1	30.2%	1.0%	1.4%	2.9	-4.3%	-5.2%	3.5%	-6.7%	3.0%
NS(=O)(=O)c1ccc(CCNc2nc3c(-c4cccc(F)c4)nnn3c3ccccc23)cc1	33.4%	-1.5%	1.6%	-1.5	-14.6%	-0.4%	65.1%[activator]	2.0%	132.7%[activator]
CC(=O)NC(Cc1c[nH]c2ccccc12)C(=O)O (centres undefined)	32.9%	-5.0%	5.8%	5.0	-25.1%	-3.1%	20.5%	4.0%	7.7%
Cc1cc(C(=O)N2CCCC(C(=O)c3cccc(C(F)(F)F)c3)C2)nc(C)n1 (centres undefined)	29.0%	54.1%[activator]	-2.1%	2.5	-22.6%	6.0%	7.2%[57.1 µM]	-2.4%	2.2%[57.1 µM]
CCNC(=O)NC(=O)COC(=O)c1cccc(NS(=O)(=O)/C=C/c2ccccc2)c1	24.9%	u	-1.4%	0.4	-6.0%	-1.4%	-12.2%	1.4%	-12.0%
CC(=O)Nc1ccc2[nH]ccc2c1	17.2%	-8.2%	2.1%	-4.1	15.0%	-9.7%	26.7%	-1.7%	14.1%[57.1 µM]
COc1ccc(Br)cc1C1Sc2ccccc2NC2=C1C(=O)c1ccccc12 (centres undefined)	18.3%	u	4.0%	-11.1	-12.9%	-5.2%	14.3%	0.0%	-2.2%

Some values from the list:
COc1ccc(N(CC(=O)Nc2ccc(S(=O)(=O)N3CCOCC3)cc2)S(=O)(=O)c2ccc(F)cc2)cc1 in rTrxR1 inhibitor is listed with 24.6%[57.1 µM]
CSCCC(NC(=O)c1ccccc1Cl)C(=O)NCC(c1cccs1)N(C)C (centres undefined) in PGK inhibitor is listed with -9.1%

The main list resumes, starting four compounds before the break.
SMILES	HP1b binding inh	Pin1 inhibitor	GLS inh	PI4K2A block	USP1 inh	PGK inhibitor	rTrxR1 inhibitor	IDH1 R132H inh	TrxR1 substrate
Cc1cc(C(=O)N2CCCC(C(=O)c3cccc(C(F)(F)F)c3)C2)nc(C)n1 (centres undefined)	29.0%	54.1%[activator]	-2.1%	2.5	-22.6%	6.0%	7.2%[57.1 µM]	-2.4%	2.2%[57.1 µM]
CCNC(=O)NC(=O)COC(=O)c1cccc(NS(=O)(=O)/C=C/c2ccccc2)c1	24.9%	u	-1.4%	0.4	-6.0%	-1.4%	-12.2%	1.4%	-12.0%
CC(=O)Nc1ccc2[nH]ccc2c1	17.2%	-8.2%	2.1%	-4.1	15.0%	-9.7%	26.7%	-1.7%	14.1%[57.1 µM]
COc1ccc(Br)cc1C1Sc2ccccc2NC2=C1C(=O)c1ccccc12 (centres undefined)	18.3%	u	4.0%	-11.1	-12.9%	-5.2%	14.3%	0.0%	-2.2%
CS(=O)(=O)Cc1nc2ccccc2oc1=O	19.6%	-0.3%	41.5%[activator]	-7.9	-1.9%	-0.1%	5.0%[57.1 µM]	2.0%	0.8%[57.1 µM]
Cc1cccc(Nc2ncnc(N)c2[N+](=O)[O-])n1	8.1%	2.8%	0.9%	-7.8	-12.0%	-7.8%	13.9%	0.0%	-1.5%
CCCCN1C(=O)CC(Sc2ncccc2C(=O)O)C1=O (centres undefined)	43.8%[activator]	5.7%	10.5%	-1.4	-6.1%	8.9%	5.5%	-0.8%	0.8%
Cc1cccc(CCNC(=O)C2CCN(c3ncnc4c3nc3n4CCCCC3)CC2)c1	21.2%	-8.7%	-10.9%	-4.2	2.2%	-0.1%	-7.4%	-12.8%	-3.6%
Cc1n[nH]c(=O)nc1N/N=C/c1ccco1	14.4%	-0.9%	6.1%	u	-9.7%	-11.4%	-12.5%[57.1 µM]	-4.6%	-4.7%[57.1 µM]
O=C(COc1cc(F)ccc1[N+](=O)[O-])NCC1CCCO1 (centres undefined)	38.1%	-3.2%	-8.2%	5.5	-15.7%	-4.0%	13.6%	5.9%	6.0%
Cc1[nH]c2c(C)cccc2c1CC(=O)O	12.7%	-0.7%	0.1%	-1.5	-14.8%	-6.7%	13.8%[57.1 µM]	-0.1%	17.1%
O=C(C1COc2ccccc2O1)N(Cc1cccnc1)c1nc2c(F)cc(F)cc2s1 (centres undefined)	17.3%	5.4%	-0.1%	1.9	5.2%	-2.4%	23.2%[57.1 µM]	0.0%	-4.3%[57.1 µM]
CC(C)c1ccc(S(=O)(=O)N2CCN(C(=O)c3cc(-c4ccccc4)n[nH]3)CC2)cc1	34.5%	7.7%	-0.1%	1.7	-19.5%	0.5%	12.5%	-4.5%	3.4%
COc1ccccc1NC(=O)c1ccc([N+](=O)[O-])o1	8.7%	-0.6%	0.9%	-7.0	-21.8%	i	9.5%	-2.3%	-1.0%
CN(C)C(=O)c1ccc2c(c1)C1C3CCC(C3)C1C(c1ccccc1)N2 (centres undefined)	-1.1%	-3.5%	-5.2%	1.2	-18.1%	x	14.4%	-13.7%	-2.8%
N#Cc1ccc(-c2ccc(OCC(=O)NCCc3ccccc3)cc2)cc1	32.0%	2.4%	5.8%	-3.8	-19.6%	2.6%	4.1%	0.2%	5.1%
CCCCn1nc(C(=O)N(CC)CC(=O)Nc2c(F)cccc2F)c2ccccc2c1=O	37.8%	0.0%	-5.8%	11.3	-22.3%	-1.7%	-13.2%	-10.2%	-9.0%

Bioassay records as filed in PubChem.
